# Assay outcomes deposited in PubChem by National Center for Advancing Translational Sciences (NCATS).
# GRP78 ERSR act: qHTS for Inducers of the Endoplasmic Reticulum Stress Response (ERSR) in Human Glioma: qHTS. AID 602332, 2012. Potency, µM, for inactives: at the top dose activation, usual class: activators. actives 0.02% (n = 420,000). U87-MG GRP78 promoter luciferase reporter, 16 h; note: potency is the fitted concentration of half-maximal effect; series mostly up to about 76 µM; % of control where 0% means no effect; nearly all actives have a fitted effect of over 35% in size
#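 Stably transfected U87-MG human glioma cells carrying a GRP78-based luminescent sensor were seeded at 1000 cells/well, pin-dosed with compounds and incubated 16 h. Luciferase reagent was then added, and end-point luminescence was read after 10 min at room temperature.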
# Vif-A3F inh: qHTS for Inhibitors of Vif-A3F Interactions: qHTS. AID 602313, 2012. actives 0.2% (n = 390,000). Potency, µM (series often up to 46.1 µM), inactives show top-dose activity, negative = active. HeLa A3F-eYFP + Vif (tagged APOBEC3F with the HIV-1 protein that degrades it), YFP fluorescence increase; note: potency is the fitted concentration of half-maximal effect; % of control where 0% means no effect; nearly all actives have a fitted effect of over 65% in size
#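 HeLa cells stably expressing Vif plus C-terminally eYFP-tagged A3F were seeded, incubated overnight at 37 deg C, dosed with compound, incubated overnight again at 37 deg C. Yellow fluorescence (Ex 488/Em 500-530) reported blocked Vif-mediated A3F-eYFP degradation.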
# RXFP1 antagonist: qHTS Assay for Antagonists of the Relaxin Receptor RXFP1 | actives 0.59% (n = 350,000) | HEK293-RXFP1, relaxin-stimulated cAMP HTRF, 30 min; active compounds read low | AID 1259400, 2018 | activity change, negative = inhibition, % at 57.5 µM;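 active = activity change of -60% or lower, but not beyond a set lower limit; inconclusive = change between -60% and -40%, or beyond the set limit; inactive = change above -40%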; note: % is set by controls: 0 for no effect and ±100 for the full control effect
# D1 antagonist: Antagonist of Human D 1 Dopamine Receptor: qHTS | HEK293 TREx D1 cells, calcium flux, dopamine EC80; active compounds read low | activity change, negative = inhibition, % at 10 µM | actives 3.2% (n = 360,000) | AID 504652, 2011; in the data active = activity change below about -30%; note: % is set by controls: 0 for no effect and ±100 for the full control effect
#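 Compound effects on dopamine-evoked calcium signalling were measured in tetracycline-induced HEK293 Trex D1 cells. Dopamine at EC80 followed a 180 s compound pre-read, and fluorescence was tracked kinetically for 180 s more.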
# RXFP1 ag: qHTS Assay for Agonists of the Relaxin Receptor RXFP1. HEK293T-RXFP1 cAMP TR-FRET, 30 min; response scale: percent of porcine relaxin response, buffer zero. Potency, µM (series often up to 57.5 µM), inactives show at the top dose activation, actives largely listed as activators. AID 2676, 2010. actives 0.3% (n = 370,000); note: potency is the fitted concentration of half-maximal effect; % is set by controls: 0 for no effect and ±100 for the full control effect; nearly all actives have a fitted effect of over 60% in size; many of its hits are not listed in these tables
#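 HEK293 cells stably expressing RXFP1, treated 30 min at 37C with compounds plus PDE4 inhibitor Ro 20174; cAMP measured by HTRF TR-FRET. Normalized to buffer and 29 nM porcine relaxin; EC50 by Hill fit.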
# D1 ag: Allosteric Agonists of the Human D1 Dopamine Receptor: qHTS; D(1A) dopamine receptor (Homo sapiens), P21728; HEK293 T-REx D1 cells, calcium flux, agonist mode; activation, % at 2 µM; actives 1% (n = 360,000); in the data active = activation above about 30%; note: 0% is about no effect
#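 Inducible HEK293 T-REx D1 cells, force-coupled to calcium signalling, were plated at 4000 cells/well with tetracycline and held overnight at 30 C. After no-wash calcium dye loading, compound-evoked calcium rise over 180 s flagged agonists.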
# D2 PAM: HTS Assay for Positive Allosteric Modulators of the Human D2 Dopamine Receptor: Primary Screen for Potentiators; AID 485347, 2010; D(2) dopamine receptor (Homo sapiens), P14416; HEK293 T-REx D2, calcium flux, EC20 dopamine potentiation; potentiation, % at 10 µM; actives 0.34% (n = 340,000);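 active = potentiation over 3 SD above the plate norm, cut at about 30% in these data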; note: 0% is about no effect
# Target sequence (P14416 whole entry, looked up): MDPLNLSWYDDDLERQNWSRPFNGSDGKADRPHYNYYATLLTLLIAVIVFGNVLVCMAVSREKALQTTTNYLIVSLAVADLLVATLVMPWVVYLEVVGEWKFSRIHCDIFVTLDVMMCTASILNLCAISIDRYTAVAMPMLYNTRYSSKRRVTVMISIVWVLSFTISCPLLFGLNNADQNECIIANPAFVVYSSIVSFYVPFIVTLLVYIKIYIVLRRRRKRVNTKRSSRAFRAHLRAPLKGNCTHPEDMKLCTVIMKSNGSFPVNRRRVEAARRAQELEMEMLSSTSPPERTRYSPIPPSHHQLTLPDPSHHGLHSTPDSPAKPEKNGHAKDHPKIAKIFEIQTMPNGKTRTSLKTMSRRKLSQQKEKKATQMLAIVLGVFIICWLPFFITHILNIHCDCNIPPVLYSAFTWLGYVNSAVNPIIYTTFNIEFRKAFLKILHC
#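 Tetracycline-induced HEK293 T-REx cells force-coupled to calcium signalling expressed D2; compounds were pin-added after a 10 s baseline, read kinetically 180 s, then an EC20 dopamine challenge followed with a further 180 s calcium read.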
# D1 PAM: Potentiators of Human D1 Dopamine Receptor: qHTS; D(1A) dopamine receptor (Homo sapiens), P21728; HEK293 TREx D1 cells, calcium flux, dopamine EC20 potentiation; potentiation, % at 10 µM; actives 0.036% (n = 360,000); AID 504651, 2011; in the data active = potentiation above about 30%; note: 0% is about no effect
# Vif-APOBEC3G blk: qHTS for Inhibitors of Vif-A3G Interactions: qHTS. DNA dC->dU-editing enzyme APOBEC-3G (Homo sapiens), Q9HC16. HeLa A3G-eYFP + Vif (tagged APOBEC3G with the HIV-1 protein that degrades it), YFP fluorescence, overnight. Potency, µM (top dose mostly 46.1 µM), inactives show at the top dose activity, negative = active, actives largely listed as inhibitors. actives 0.076% (n = 410,000). AID 602310, 2012;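 note: potency is the fitted concentration of half-maximal effect; % is set by controls: 0 for no effect and ±100 for the full control effect; nearly all actives have a fitted effect of over 60% in size; hits raise eYFP signal because A3G escapes Vif-driven loss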
# Target sequence (Q9HC16 whole entry, looked up): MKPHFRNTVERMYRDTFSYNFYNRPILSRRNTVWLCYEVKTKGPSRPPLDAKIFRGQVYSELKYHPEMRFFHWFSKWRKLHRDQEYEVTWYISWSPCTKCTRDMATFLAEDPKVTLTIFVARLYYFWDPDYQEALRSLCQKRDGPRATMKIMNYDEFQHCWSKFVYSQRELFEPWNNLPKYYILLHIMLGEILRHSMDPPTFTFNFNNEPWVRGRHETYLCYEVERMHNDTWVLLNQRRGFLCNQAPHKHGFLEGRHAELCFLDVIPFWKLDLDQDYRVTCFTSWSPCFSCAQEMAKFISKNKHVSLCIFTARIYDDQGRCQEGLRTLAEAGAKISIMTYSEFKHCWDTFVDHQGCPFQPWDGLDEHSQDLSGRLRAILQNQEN
#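 Read-out is eYFP fluorescence (Ex 488/Em 500-530) from Vif-expressing HeLa A3G-eYFP cells; more signal means A3G escaped Vif-mediated degradation. Cells plated overnight, compound pinned in, incubated overnight at 37 deg C.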
# * marks the source's active call; other numbers are inactive results; u = inconclusive; x = no result given. Unless noted, calls come from the whole dose curve; as a rule, active = well fitted curve in the direction sought with a large enough effect; inconclusive = small, poorly fitted or top-dose-only effect, or another doubt; inactive = no such curve, though single readings can be large; an effect the other way counts as inactive or inconclusive. An excerpt, so the mix of outcomes need not match the whole.
1. S=c1[nH]c2ncccc2o1
2. CC(C)C(C(=O)Nc1ccc(S(=O)(=O)N2CCOCC2)cc1)N1C(=O)c2ccccc2C1=O (configuration not stated)
3. Cc1cc(=O)n2nc(N3CCC(C(=O)Nc4ccc(C(C)C)cc4)CC3)sc2n1
4. CCOc1ccccc1NC(=O)N1CCC2(CC1)Oc1ccccc1C(=O)N2Cc1ccccc1F
5. COc1cc(C=C2C(=O)c3ccccc3C2=O)cc(OC)c1
6. O=C(CSCc1cnn(-c2ccccc2)c1-n1cccc1)N1CCN(Cc2ccccc2)CC1
7. N#Cc1ccc(NS(=O)(=O)c2ccc(-c3cnc(C4CC4)o3)cc2)cc1
8. CC(C)CCSc1nc(N2CCOCC2)c2c(c1C#N)CC(C)(C)OC2

Screen / compound no.	1	2	3	4	5	6	7	8
GRP78 ERSR act	-2%	-5%	2%	x	0%	-1%	0%	-1%
Vif-A3F inh	2%	0%	-4%	x	-5%	2%	10%	-5%
RXFP1 antagonist	9	1	x	1	x	-10	x	2
D1 antagonist	5	-9	-3	14	4	-10	-18	11
RXFP1 ag	1.3%	0.4%	-1.4%	-0.9%	0.0%	-0.3%	3.4%	0.3%
D1 ag	0	11	0	0	0	3	2	6
D2 PAM	6	7	7	2	x	-3	-1	2
D1 PAM	-8	-1	1	-4	0	-4	-1	7
Vif-APOBEC3G blk	4%	2%	-2%	x	0%	2%	-6%	0%

# Reprinted at random: 5 records from the list
4. CCOc1ccccc1NC(=O)N1CCC2(CC1)Oc1ccccc1C(=O)N2Cc1ccccc1F
3. Cc1cc(=O)n2nc(N3CCC(C(=O)Nc4ccc(C(C)C)cc4)CC3)sc2n1
6. O=C(CSCc1cnn(-c2ccccc2)c1-n1cccc1)N1CCN(Cc2ccccc2)CC1
1. S=c1[nH]c2ncccc2o1
7. N#Cc1ccc(NS(=O)(=O)c2ccc(-c3cnc(C4CC4)o3)cc2)cc1

Screen / compound no.	4	3	6	1	7
GRP78 ERSR act	x	2%	-1%	-2%	0%
Vif-A3F inh	x	-4%	2%	2%	10%
RXFP1 antagonist	1	x	-10	9	x
D1 antagonist	14	-3	-10	5	-18
RXFP1 ag	-0.9%	-1.4%	-0.3%	1.3%	3.4%
D1 ag	0	0	3	0	2
D2 PAM	2	7	-3	6	-1
D1 PAM	-4	1	-4	-8	-1
Vif-APOBEC3G blk	x	-2%	2%	4%	-6%

# Carrying on.
9. Cc1cc(C(=O)NCC(=O)OCC(=O)N(C)C2CCCCC2)ccc1[N+](=O)[O-]
10. O=C(O)c1cc2cc(Cl)cc(Cl)c2oc1=O
11. O=C(Cc1ccccc1)N/N=C/C=C/c1ccccc1[N+](=O)[O-]
12. Cc1cc(F)ccc1NCc1ccc([N+](=O)[O-])cc1
13. Cc1cc(C)cc(NS(=O)(=O)c2coc(C(N)=O)c2)c1
14. CCCNC(=O)CN1C(=O)c2c(c3ccccc3n2C)C1c1ccc(OC)cc1 (configuration not stated)
15. COc1cc(/C=C/C(=O)OCC(=O)Nc2cc(S(=O)(=O)N3CCOCC3)ccc2Cl)cc(OC)c1OC
16. C/C=C(\C)CN1CCN(c2ccc(C)cc2)CC1

Screen / compound no.	9	10	11	12	13	14	15	16
GRP78 ERSR act	-2%	-4%	8%	3%	-4%	-2%	-2%	-3%
Vif-A3F inh	0%	9%	-13%	-7%	-3%	1%	-19%	-8%
RXFP1 antagonist	4	-1	-23	-1	-9	-5	-5	-2
D1 antagonist	-11	-16	9	15	-7	3	x	-9
RXFP1 ag	0.8%	0.5%	-0.6%	0.5%	2.5%	-1.0%	x	0.2%
D1 ag	7	1	1	0	4	-2	x	2
D2 PAM	-3	7	x	14	10	11	x	-18
D1 PAM	2	1	-6	-3	-6	1	x	-8
Vif-APOBEC3G blk	1%	-7%	1%	-3%	-3%	3%	3%	-2%

17. CCN(Cc1cc2ccccc2[nH]c1=O)C(=O)C1CCCCC1
18. CC1=NN(/C(=N\c2nnc(C)s2)Nc2ccccc2)[C@H](c2cccc3ccccc23)S1
19. Cn1c(=NC(=O)COc2ccccc2)sc2cccc(F)c21
20. Cc1onc(-c2ccccc2)c1C(=O)Nc1sc2c(c1C(N)=O)CCC2
21. Cn1cnc2c1c(=O)n(Cc1cccc(F)c1)c(=O)n2C
22. Cc1ccc2c(c1)C(O)(c1c(C)[nH]c3ccccc13)C(=O)N2 (configuration not stated)
23. Cc1c(C(=O)Nc2cccc(N(C)S(C)(=O)=O)c2)cccc1[N+](=O)[O-]
24. CCOc1ccc(CNC(=O)Cn2ccc3cc(S(=O)(=O)N4CCCCC4)ccc32)cc1

Screen / compound no.	17	18	19	20	21	22	23	24
GRP78 ERSR act	-1%	1%	3%	-3%	-2%	-3%	-3%	0%
Vif-A3F inh	6%	3%	2%	-1%	4%	-13%	3%	2%
RXFP1 antagonist	3	-11	2	0	-3	-1	x	-5
D1 antagonist	-2	-8	-17	-14	5	3	-5	-35*
RXFP1 ag	-0.9%	1.3%	-0.8%	3.0%	5.8%	2.7%	0.3%	1.2%
D1 ag	1	22	2	0	2	2	2	1
D2 PAM	-9	25	-6	1	-3	9	x	2
D1 PAM	-8	-2	1	-5	-3	-6	4	-1
Vif-APOBEC3G blk	2%	-6%	0%	-21%	2%	-11%	1%	2%

25. COC(=O)c1ccc(/C=C2\SC(=S)N(CCCC(=O)N3CCOCC3)C2=O)cc1
26. COc1ccc(CNC(=O)C(C)NCc2ccc(S(N)(=O)=O)cc2)cc1 (configuration not stated)
27. Cc1cc(OCC(=O)N(C(C)C)C(C)C)cc(C)c1Br
28. CN1CCN(c2nc3c(c(=O)[nH]c(=O)n3C)n2Cc2ccccc2F)CC1
29. Cc1ccc(N/C=C/C(=O)c2sc(-c3ccccc3)nc2C)cc1
30. COc1ccc(CN(C(=S)Nc2ccccc2)C2CC(=O)N(c3ccccc3)C2=O)cc1 (configuration not stated)
31. COc1ccc(OC)c(N(CC(=O)N2CCN(Cc3ccccc3)CC2)S(C)(=O)=O)c1
32. Cc1ccccc1C(=O)NC1CCN(Cc2nnnn2C2CCCC2)CC1

Screen / compound no.	25	26	27	28	29	30	31	32
GRP78 ERSR act	-5%	-6%	-2%	-3%	-2%	9%	-1%	-9%
Vif-A3F inh	9%	1%	-12%	-12%	u	3%	-1%	-2%
RXFP1 antagonist	-16	13	-7	-12	-12	x	-1	-5
D1 antagonist	x	1	12	1	-7	8	-26	-12
RXFP1 ag	x	0.6%	1.3%	5.7%	3.2%	-0.4%	-1.3%	-0.8%
D1 ag	x	1	1	2	21	2	3	-1
D2 PAM	x	x	-2	7	-6	3	-3	-2
D1 PAM	x	-4	7	-3	-4	-6	0	-6
Vif-APOBEC3G blk	6%	-2%	-4%	0%	u	5%	0%	-3%

33. O=C(CCc1nnc2ccc(NCc3ccco3)nn12)N1CCCCC1
34. COc1ccc(N(CC(=O)N2CCN(c3ccccc3)CC2)S(=O)(=O)c2c(C)nn(C)c2C)cc1
35. Cn1c(SCc2ccc(C#N)cc2)nnc1-c1ccccc1
36. CC(=O)N1CCN(C(=O)CC2OC(=O)c3ccccc32)CC1 (configuration not stated)
37. O=C(COc1cccnc1[N+](=O)[O-])NC1CCS(=O)(=O)C1 (configuration not stated)
38. O=C(Cn1cc(C(=O)C(F)(F)F)c2cc(Br)ccc21)N1CCOCC1
39. CCCOn1c(-n2nc(C)cc2C)nc2ccccc2c1=O
40. CC1Cc2ccccc2N1C(=O)CN1C(=O)C(=O)N(Cc2ccccc2)C1=O (configuration not stated)

Screen / compound no.	33	34	35	36	37	38	39	40
GRP78 ERSR act	-3%	-2%	4%	-10%	0%	-5%	-4%	-1%
Vif-A3F inh	5%	5%	8%	0%	1%	2%	4%	-2%
RXFP1 antagonist	1	x	5	-8	-8	5	-1	8
D1 antagonist	9	-6	-12	-2	23	-10	-4	-6
RXFP1 ag	9.4%	-0.6%	-0.2%	1.3%	0.0%	2.3%	2.4%	-1.2%
D1 ag	2	1	2	3	2	0	2	-1
D2 PAM	13	-1	6	-3	x	-1	-9	7
D1 PAM	-2	5	-3	-2	-3	-2	2	-2
Vif-APOBEC3G blk	-1%	-5%	-1%	-9%	-1%	-3%	-1%	-2%

41. O=C(CSc1ccc(-c2ccco2)nn1)N1CCCCC1
42. O=C(CSc1nnc(NC(=O)c2c(F)cccc2F)s1)Nc1ccccc1F
43. C=CCNC(=O)/C(=C\c1ccc([N+](=O)[O-])cc1)NC(C)=O
44. CCOC(=O)CN1CC23C=CC(O2)C(C(=O)Nc2ccc(F)c(C)c2)C3C1=O (configuration not stated)
45. CCCCn1c(-c2cccnc2)nc2cc3[nH]c(=O)c(C(C)C)nc3cc21
46. CC1CCCC(N2CCN(C(=O)c3cccc(F)c3)CC2)C1 (configuration not stated)
47. CCCCN(C(=O)c1ccc(Cl)cc1)C1CC2CCC(C1)N2C (configuration not stated)
48. Cn1ncc2c(N3CCN(c4ccc(F)cc4)CC3)ncnc21

Screen / compound no.	41	42	43	44	45	46	47	48
GRP78 ERSR act	1%	3%	-4%	-2%	-3%	-1%	-4%	1%
Vif-A3F inh	-2%	3%	0%	x	-11%	-8%	-3%	5%
RXFP1 antagonist	-23	-4	7	11	x	-4	x	10
D1 antagonist	1	4	-1	-18	0	-7	-16	-6
RXFP1 ag	4.6%	0.8%	0.5%	-0.6%	1.2%	0.0%	5.6%	6.3%
D1 ag	-2	3	11	-1	1	1	6	4
D2 PAM	14	-3	-1	3	4	5	2	0
D1 PAM	4	-3	-7	0	-1	2	-4	-1
Vif-APOBEC3G blk	-3%	-2%	-3%	0%	-15%	0%	3%	0%
